High-throughput results from PubChem BioAssay.
TAAR1 antagonist: human TAAR1 antagonism | CHO RD-HGA16 TAAR1, Fluo-8 calcium fluorescence, antagonist | inhibition, % at 3 µM | 360,000 compounds, 1.5% hits | AID 624466;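 active means inhibition above a per-plate cutoff, the mean inhibition of test compounds on that plate plus 3 SD, cut at about 49% in these data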;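 further: 0% = DMSO plus EC80 beta-PEA response and 100% = DMSO alone without agonist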
Target sequence (Q96RJ0 whole entry, looked up): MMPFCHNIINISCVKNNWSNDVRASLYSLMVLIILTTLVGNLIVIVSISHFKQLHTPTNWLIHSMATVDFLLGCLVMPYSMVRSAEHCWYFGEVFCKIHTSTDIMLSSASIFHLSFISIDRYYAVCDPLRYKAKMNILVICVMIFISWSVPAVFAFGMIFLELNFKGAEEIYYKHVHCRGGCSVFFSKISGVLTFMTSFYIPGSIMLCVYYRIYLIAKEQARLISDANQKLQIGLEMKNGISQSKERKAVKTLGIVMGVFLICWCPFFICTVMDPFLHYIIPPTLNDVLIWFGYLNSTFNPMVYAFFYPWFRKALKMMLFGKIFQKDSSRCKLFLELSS
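Material: RD-HGA16 CHO cells with stable hTAAR1 and Gα16; Dosing: single nominal final test compound concentration of 3 µM; Schedule: seeding 17-24 h prior, 75-min 37 °C, 30-min RT dye loading; Detection: kinetic Fluo-8 calcium fluorescence measurement; Measure: % inhibition from peak post-agonist over basal fluorescence ratio; Benchmarks: vehicle and agonist controls.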
CHO-K1 Ca PAM: counter-screen for M1 PAMs: effect in parental CHO-K1 cells | ATP EC20, Fluo-8 calcium fluorescence; 0% at ATP EC20, 100% at ATP max | activation, % at 3 µM | 360,000 compounds, 0.02% hits | AID 602247;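 active means activation above the run cutoff, the mean activation of all test compounds plus 3 SD, cut at about 40% in these data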;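 further: peak over basal fluorescence ratio in a 140 s read after ATP addition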
CHO-K1 Ca ag: counter-screen for M1 agonists: effect in parental CHO-K1 cells. AID 602248. 360,000 compounds, 0.48% hits. activation, % at 3 µM. Fluo-8 calcium fluorescence; scaled to maximal ATP response, vehicle zero; in the data active means activation above about 15%;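 further: untransfected CHO-K1 host cells lacking M1 receptor as counterscreen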
OXTR potentiate: human OXTR potentiation | P30559 | CHO-OTR cells, Fluo-8 calcium fluorescence, potentiator mode; 0% = oxytocin EC15, 100% = EC100 | activation, % at 3 µM | 320,000 compounds, 0.061% hits | AID 2445;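 active means activation above that plate's cutoff, the mean activation of tested compounds plus 3 SD, cut at about 6.6% in these data, passing the limit was not always enough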;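 further: 100% uses oxytocin at 75 nM as the full agonist control; some results filed as inactive read as strong as hits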
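System: human OTR in CHO cells; Also added: sub-maximal oxytocin, roughly EC15; Timing: compound 6 min at room temperature before oxytocin, 100 s read; Technique: Fluo-8 intracellular calcium fluorescence, ex 470-495, em 515-575 nm; Controls: oxytocin EC15 low and EC100 high; Replication: singlicate.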
CHO parental Ca: signal in parental CHO cells, OX1R antagonist counter-screen. parental CHO-K1, ATP-induced calcium, Fluo-8 fluorescence. inhibition, % at 5.6 µM. 330,000 compounds, 0.63% hits;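 active means inhibition above that plate's mean sample inhibition plus 3 SD, cut at about 26% in these data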;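 further: 0% = ATP-challenged DMSO wells and 100% = DMSO wells without ATP; some compounds past the cut are filed as inactive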
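Assay system: parental CHO cells; Read-out basis: percent inhibition of ATP-evoked calcium rise, normalized to controls; Benchmarks: ATP and no-ATP DMSO wells; Compound dosing: single nominal dose of 5.6 µM per compound; Signal: Fluo-8 calcium dye fluorescence; Also added: ATP as calcium-mobilizing challenge; Repeats: singlicate.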
CHO-K1 Ca antag: M1 antagonist counterscreen hit in parental CHO-K1 cells. ATP-induced calcium, Fluo-8 fluorescence. inhibition, % at 3 µM. 360,000 compounds, 0.6% hits;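 active means inhibition above a per-plate cutoff, the plate's mean sample inhibition plus 3 SD, cut at about 24% in these data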;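 further: 0% = DMSO plus EC80 ATP and 100% = DMSO alone without ATP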
TAAR1 ag: human TAAR1 agonism; Q96RJ0; CHO RD-HGA16 TAAR1, Fluo-8 calcium fluorescence; vehicle wells 0%, saturating PEA agonist 100%; activation, % at 3 µM; 360,000 compounds, 0.99% hits;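 active means activation above the mean activation of all test compounds in the run plus 3 SD, cut at about 38% in these data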
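Repeats: no replicates (n 1) | Material: CHO-derived RD-HGA16 cells with stable Gα16 and human TAAR1 | Technique: Kinetic Fluo-8 calcium fluorescence | Schedule: 17-24 h seeding, 75 min 37 °C dye, 30 min RT | Evaluation: % activation from peak over basal fluorescence ratio, DMSO-to-PEA scaled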
M1 ag: activates human CHRM1 receptor; P11229; CHO-K1 hM1, Fluo-8 calcium fluorescence, agonist mode; 0% DMSO, 100% acetylcholine EC100; activation, % at 3 µM; 360,000 compounds, 0.33% hits; AID 588814;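 active means activation above the run's mean compound activation plus 3 SD, cut at about 16% in these data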;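 further: peak over basal fluorescence ratio within a 140 s kinetic read after compound addition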
Target sequence (P11229 whole entry, looked up): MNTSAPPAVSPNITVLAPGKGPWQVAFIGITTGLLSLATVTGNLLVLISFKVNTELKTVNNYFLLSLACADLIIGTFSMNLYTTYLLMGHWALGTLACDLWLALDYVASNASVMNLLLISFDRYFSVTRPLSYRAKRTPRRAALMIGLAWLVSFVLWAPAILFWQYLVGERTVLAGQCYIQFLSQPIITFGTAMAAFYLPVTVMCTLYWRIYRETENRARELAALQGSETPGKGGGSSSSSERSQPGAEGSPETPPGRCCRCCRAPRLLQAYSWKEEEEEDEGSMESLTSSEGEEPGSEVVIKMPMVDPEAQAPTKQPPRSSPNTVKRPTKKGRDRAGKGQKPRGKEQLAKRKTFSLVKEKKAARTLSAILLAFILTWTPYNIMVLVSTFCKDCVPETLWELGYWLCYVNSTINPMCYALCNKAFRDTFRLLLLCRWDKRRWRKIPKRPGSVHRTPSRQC
CHRM1 antagonist: blocks human M1 muscarinic receptor | P11229 | CHO-K1 hM1, Fluo-8 calcium fluorescence, ACh EC80 antagonist | inhibition, % at 3 µM | 360,000 compounds, 1.3% hits | AID 588852;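 active means percent inhibition above its own plate's cutoff, namely the mean of that plate's compound wells plus 3 SD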;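 further: peak over basal fluorescence ratio during 140 s after agonist addition; 0% = ACh EC80 plus DMSO and 100% = DMSO alone without agonist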
Starred values were filed as active, the others as inactive; nt = not tested or not shown.

Start of the listing, in advance, 2 compounds:
SMILES	TAAR1 antagonist	CHO-K1 Ca PAM	CHO-K1 Ca ag	OXTR potentiate	CHO parental Ca	CHO-K1 Ca antag	TAAR1 ag	M1 ag	CHRM1 antagonist
Nc1ccccc1C(=O)OCCc1ccccc1	-11	2	-0.6	-4	-25	-28	-2	-4	-13
CCCCn1c(=O)c(C(=O)NC(C)c2ccccc2)c(O)c2ccccc21 (stereo not drawn)	-23	-15	0.3	-4	-17	2	1	2	-14

Results, from the start:
SMILES	TAAR1 antagonist	CHO-K1 Ca PAM	CHO-K1 Ca ag	OXTR potentiate	CHO parental Ca	CHO-K1 Ca antag	TAAR1 ag	M1 ag	CHRM1 antagonist
Nc1ccccc1C(=O)OCCc1ccccc1	-11	2	-0.6	-4	-25	-28	-2	-4	-13
CCCCn1c(=O)c(C(=O)NC(C)c2ccccc2)c(O)c2ccccc21 (stereo not drawn)	-23	-15	0.3	-4	-17	2	1	2	-14
CN1CCCC(C(=O)c2ccc(Cl)cc2)C1 (stereo not drawn)	8	25	1.1	3	-22	-21	4	-5	12
Cc1ccsc1C(=O)C1CCCN(Cc2cnc(N3CCOCC3)s2)C1 (stereo not drawn)	-20	14	0.8	-7	-27	5	7	-14	-4
CCOc1ccc(C2SCC(=O)Nc3c2c(C)nn3C2CCOC(C)(C)C2)cc1 (stereo not drawn)	7	5	0.0	-4	-16	-2	2	-4	-1
CCC(=O)c1ccc(OCC(=O)N2CCN(CC(=O)Nc3ccc(C)cc3)CC2)cc1	-2	-22	1.1	-6	0	3	-2	-2	9
CC(=NCc1cccnc1)c1c(O)n(-c2ccccc2C)c(=O)[nH]c1=O	5	-2	-0.1	4	-14	-10	6	-4	-7
Cc1nn(CC(C)C)c(Cl)c1C(=O)NC1CCCCC1	-6	8	0.7	nt	nt	-9	-1	-4	13
COc1ccccc1C1C([N+](=O)[O-])=C(N)Oc2c1c(=O)oc1ccccc21 (stereo not drawn)	-18	-4	-0.3	3	-5	4	14	-2	-21
CN1CCN(c2nccc3c2ncn3C)CC1	-13	9	0.3	-10	-10	-6	11	-2	2
C[N+]1(C)C2CCC1CC(OC(=O)C(CO)c1ccccc1)C2 (stereo not drawn)	-25	-6	0.2	5	1	-7	7	-15	101*
COc1ccccc1C=C1C(=O)NC(=S)NC1=O	1	-23	0.2	nt	nt	-2	6	-1	-12
Cc1cc(Oc2ccc(C(F)(F)F)cc2[N+](=O)[O-])c2c3c(c(=O)oc2c1)CCCC3	-3	-1	0.2	-6	-13	1	0	2	-2
O=C1CC(=O)N(Cc2ccccc2)C(=O)N1	1	8	1.6	nt	nt	-14	0	-2	-16
Cc1ccc(S(=O)(=O)N2CCCCC2)cc1NC(=O)CN1CC=C(c2ccccc2)CC1	-25	10	0.6	1	10	-9	-1	-9	21
CC(=O)Nc1ccc(C(=O)C(Cc2ccccc2)N(C)C)cc1 (stereo not drawn)	-13	-4	1.2	-4	-10	-10	6	-8	-16
Cc1nc2ccc(Cl)cc2c(=O)n1-c1cccc(Cl)c1	-11	-7	0.7	-2	-21	-9	0	-3	-7
O=C(c1ccc(Cl)cc1)C1CCCN(Cc2ccc3c(c2)OCCO3)C1 (stereo not drawn)	12	14	1.3	-10	-30	-5	9	-13	18
O=C1NC(=O)N(Cc2ccco2)C(=O)/C1=C/C=C/c1ccco1	28	-4	1.2	-1	2	-8	2	2	-4
CCOc1cc(CNCCc2c[nH]c3ccccc23)cc(Cl)c1OCC	12	14	6.8	-6	-10	-1	30	2	1
COC(=O)C1=C(c2cc3ccccc3o2)C[C@@H]2CC[C@H]1N2C(=O)NCCCOC(C)C	-26	1	-0.2	-7	-15	-4	7	-11	6
CCOC(=O)C1(CCc2ccccc2)CCN(CC(O)CO)CC1 (stereo not drawn)	-12	20	2.8	-4	-14	-6	2	-6	-22
CCCN1CCCC(C(=O)c2cc(C)c(OC)c(C)c2)C1 (stereo not drawn)	-17	17	0.4	4	-13	7	10	-9	-14
Cn1cnc(CCN)c1	-11	32	1.9	1	-5	-10	2	0	-21
COc1ccc(OCC(=O)N2CCN(Cc3ccc4c(c3)OCO4)CC2)cc1	-11	3	2.1	-19	3	-12	0	-5	-3
CC(=O)Nc1ccc(S(=O)(=O)N2Cc3ccccc3-n3nncc3C2)cc1	-2	18	0.7	nt	nt	-10	1	-2	-11
C1=C(c2c[nH]c3ccccc23)CCN(Cc2ccccc2)C1	12	9	2.3	-8	-9	-10	13	-5	3
Cc1cc(C)c(C(=O)CN2CCOCC2)c(C)c1	-15	4	0.1	-8	-12	-10	5	-4	-4
CNc1cc(N2CCNCC2)ccc1[N+](=O)[O-]	-14	22	9.0	4	-5	4	17	-9	-7
c1cncc(C2Nc3cccc4cccc(c34)N2)c1	4	19	0.8	-4	-4	-15	0	-3	-13
COc1ccc(Oc2cc(NC(=O)c3nn(C)cc3[N+](=O)[O-])cc([N+](=O)[O-])c2)cc1	7	0	0.7	-4	10	1	3	-4	1
COc1ccc(N2C(=O)NC(=O)/C(=C\c3cn(CC(=O)N4CCOCC4)c4ccccc34)C2=O)c(OC)c1	0	21	0.7	-5	-3	-5	0	-2	-14
Nc1ccc2cc(Br)ccc2c1	1	-7	0.5	-5	-11	2	3	-4	-6
COc1ccc(-n2c(O)c(C=NCc3ccc4c(c3)OCO4)c(=O)[nH]c2=O)cc1	-26	-3	-0.1	0	-21	3	0	1	-10
CCN(CC)S(=O)(=O)c1ccc(C)c(NCC(=O)Nc2ccc(C#N)c(Cl)c2)c1	26	3	11	-18	56*	8	14	2	20
CCN(CC)CCCN=C(C)c1c(O)n(-c2ccc(C)cc2)c(=O)[nH]c1=O	1	-7	-0.1	-2	0	8	4	-8	-3
C1CCCN(C2CCNCC2)CC1	-8	17	0.8	-3	10	-5	2	-4	-10
O=C(c1ccccc1F)N1CCC2(CC1)OCCO2	3	-4	1.3	-11	-10	-17	-1	-5	-18
COC(=O)C1=C(c2cccc(OCc3ccccc3)c2)C[C@@H]2CC[C@H]1N2C(=O)NCc1ccccc1OC	19	17	0.5	-7	-7	-19	1	-7	-14
O=C(NC(Cc1cnc[nH]1)C(=O)O)c1ccccc1 (stereo not drawn)	-8	16	-0.1	-1	-3	-10	4	-5	-10
C=C[C@H]1CN2CC[C@H]1C[C@H]2[C@H](O)c1ccnc2ccccc12	0	0	-0.3	-4	-7	-7	1	-9	-11
Cn1cc(C=O)c2nccnc21	-32	13	0.5	nt	nt	-18	2	-1	-15
COC(=O)C1=C(c2ccc(-c3ccccc3)c(F)c2)C[C@@H]2CC[C@H]1N2C(=O)N1CCc2cc(OC)c(OC)cc2C1	-4	3	-0.1	-7	-14	-10	4	-1	-2
COc1ccc(C(=O)Nc2cccc(S(=O)(=O)NCc3ccco3)c2)cc1	12	2	0.6	-9	-12	-3	4	-3	0
Cc1cc(OCc2ccc([N+](=O)[O-])cc2)c2c3c(c(=O)oc2c1)CCCC3	-26	5	1.1	-10	-10	8	1	0	4
O=[As](O)(O)c1ccc(N=Nc2ccc(O)cc2)cc1	-7	-22	0.2	nt	nt	10	0	-4	16
O=C(c1ccc(Cl)cc1)C1CCCN(Cc2ccc3ncccc3c2)C1 (stereo not drawn)	-42	2	7.5	-10	-3	-6	3	0	81*
Cc1ccsc1C(=O)C1CCCN(Cc2cccn2-c2ccccn2)C1 (stereo not drawn)	-15	11	6.8	-8	-15	-8	1	-7	8
CCOC(=O)c1c(C)n(Cc2ccco2)c2c1cc(O)c1ccccc12	3	10	-0.3	-6	-12	11	-2	-6	6
c1ccc(C2CC2)c(OCC2=NCCN2)c1	-15	0	0.3	-2	-1	-3	24	-8	-14
O=P1(Nc2cccnc2)COc2ccccc2OC1	-10	2	0.4	-20	3	-6	-1	-3	-3
O=C(c1cc(C(=O)NCc2ccc(Cl)cc2)c(=O)n(Cc2ccc(Cl)cc2)c1)c1cc(F)ccc1O	-3	19	0.7	3	-10	-15	2	0	-9
COc1ccccc1OCCCn1cc(C(=O)c2ccco2)c2ccccc21	54*	20	1.7	-3	-35	-7	7	-1	10
CCCCOC(=O)c1ccccc1N	-9	-2	-0.4	nt	nt	7	3	-3	-8
C/C(=N\N1CCCCC1c1cccnc1)c1c(O)n(C2CCCCC2)c(=S)[nH]c1=O (stereo not drawn)	-10	24	1.4	-1	-49	-3	5	-8	-7
O=S(=O)(c1cccc2ccccc12)N1Cc2ccccc2-n2nncc2C1	40	16	6.8	nt	nt	-6	5	3	-1
C[C@H]1CN([C@@H](C)CO)C(=O)CCCn2nncc2CO[C@H]1CN(C)C(=O)Oc1ccc2ccccc2c1	-21	8	-0.2	nt	nt	-3	-1	-6	-5
O=C(C[N+]12CCN(CC1)CC2)NCCc1ccc(Cl)cc1Cl	2	-13	-0.2	-17	-9	17	1	-14	-3
Cn1cc(C(=O)NCc2ccccc2)c2ccccc21	9	6	4.8	13	6	-2	0	-3	16
Cc1cc(C(=O)OCC(=O)Nc2c(F)cccc2F)c(C)n1C1CC1	5	6	0.3	nt	nt	3	0	-2	-9

Going on with the list.
SMILES	TAAR1 antagonist	CHO-K1 Ca PAM	CHO-K1 Ca ag	OXTR potentiate	CHO parental Ca	CHO-K1 Ca antag	TAAR1 ag	M1 ag	CHRM1 antagonist
COC(=O)C1=C(c2ccc3ccccc3c2)C[C@@H]2CC[C@H]1N2C(=O)N1CCCC1	nt	-9	-0.4	-4	-22	3	nt	-2	6
CCc1ccc(/C=C(/C#N)C(N)=S)cc1	-19	1	9.4	5	2	4	-1	-4	9
CCN(CC)c1ccc(/C=C/[N+](=O)[O-])cc1	90*	-2	60*	-17	51*	31*	227*	70*	53*
Clc1ccc(C(OCCN2CCCCC2)c2ccccc2)cc1 (stereo not drawn)	-15	-8	1.0	-9	-23	0	5	-6	96*
CC(C)(C)n1nnnc1C(CCc1ccccc1)N1CCC(n2c(=O)[nH]c3ccccc32)CC1 (stereo not drawn)	41	25	3.8	nt	nt	-8	19	11	-14
CN(C(=O)Oc1cccc2ccccc12)C1C=CCC1 (stereo not drawn)	-16	14	-0.3	nt	nt	-17	8	-6	-14
CC(C)CN1CCN(Cc2c(F)cccc2Cl)CC1CCO (stereo not drawn)	-13	20	1.5	-5	-11	-11	1	-8	-9
O=C(COC(=O)Cc1ccccc1)Nc1ncc(Cl)cc1Cl	-4	7	0.0	-6	-17	3	12	-1	-3
COC(=O)C1=C(c2ccc3ccccc3c2)C[C@@H]2CC[C@H]1N2C(=O)NCCO	15	-2	0.5	-3	-10	-11	11	-4	-6

Some of the compounds tested (hit frequency here may not be typical).
